RPL19A-GFP yeast – RPL19A-GFP expression modulators in yeast, primary screen, cell-based, S. cerevisiae, multiplex flow cytometry, MLPCN; S. cerevisiae RPL19A-GFP strain, 3 h; active compounds read low; 330,000 tested, 0.3% active; percent response vs DMSO, % at 10 µM;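 active = percent response vs DMSO below 50%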;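 note: median channel GFP fluorescence of the barcoded RPL19A-GFP strain; ratio of sample median GFP to plate DMSO average so 100% = DMSO; lower means less RPL19A-GFP as with rapamycin TOR inhibition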
AGP1-GFP MLPCN – modulators of AGP1-GFP expression in yeast TOR pathway, primary screen, cell-based, multiplex flow cytometry, S. cerevisiae, MLPCN library; 3 h; GFP as percent of DMSO wells; GFP response vs DMSO, % at 10 µM; 320,000 tested, 0.02% active; AID 2066, 2009;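 active = GFP response relative to DMSO above a set limit, near screen average plus 3 SD, cut at about 150% in these data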;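 note: median GFP channel fluorescence of the gated AGP1 strain per well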
procasp3 activ – activators of human procaspase-3 D3A mutant, primary screen, biochemical, absorbance, PC-3 D3A mutant, single concentration; recombinant procaspase-3 D3A, Ac-DEVD-pNA absorbance 405 nm; activation, % at 8.5 µM; Caspase-3 (Homo sapiens), P42574; 330,000 tested, 0.11% active; AID 463141, 2010;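 active = activation above the mean of all tested compounds plus 3 SD, cut at about 21% in these data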;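 note: 0% = DMSO alone and 100% = DMSO wells spiked with extra 5 µM PC-3 D3A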
Target sequence (P42574 whole entry D9A/D28A/D175A): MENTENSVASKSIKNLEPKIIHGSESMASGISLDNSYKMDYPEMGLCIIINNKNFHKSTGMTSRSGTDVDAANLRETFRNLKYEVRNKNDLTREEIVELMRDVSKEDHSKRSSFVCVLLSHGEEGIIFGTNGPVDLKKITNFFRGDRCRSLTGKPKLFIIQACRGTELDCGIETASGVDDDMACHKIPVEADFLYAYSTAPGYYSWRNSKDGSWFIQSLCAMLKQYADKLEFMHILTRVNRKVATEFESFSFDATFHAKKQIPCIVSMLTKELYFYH
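Test system: Procaspase-3 D3A mutant; medium: Zinc-free HEPES/NaCl buffer with 0.01% Triton X-100 at pH 7.4; reagent: DEVD-pNA substrate; doses: one concentration, 8.5 µM nominal, 0.8% DMSO; times: 1 h preincubation plus 2 h reaction at 25 °C; signal: Epi-absorbance at 405 nm of released p-nitroaniline, 0 and 120 min; replicates: singlicate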
procasp7 counter – procaspase-7 activators, primary screen, counter-screen for procaspase-3 activator project, biochemical, absorbance, HTS, human | Caspase-7 (Homo sapiens), P55210 | recombinant procaspase-7, Ac-DEVD-pNA absorbance 405 nm; D23A/D198A/D206A triple mutant, cannot self-cleave; scale: DMSO 0, 5 µM enzyme 100 | activation, % at 8.5 µM | 330,000 tested, 0.093% active;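 active = percent activation above the screen-wide mean plus 3 SD, cut at about 25% in these data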
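Assay system: Uncleavable procaspase-7 mutant enzyme; Input: 2 µM procaspase-7 mutant as dispensed; Also added: DEVD-pNA substrate; Medium: Zinc-free HEPES pH 7.4 with 300 mM NaCl, 0.01% Triton X-100; Timing: 1 h compound preincubation, 2 h substrate cleavage, 25 °C; Measured by: Epi-absorbance of released pNA at 405 nm, two timepoints.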
CIT2 TOR yeast – modulators of CIT2-GFP expression in yeast, primary screen, S. cerevisiae, GFP fusion, multiplex flow cytometry, MLPCN library; S. cerevisiae CIT2-GFP strain, 3 h; 100 means same as DMSO wells; AID 2029, 2009; 320,000 tested, 0.065% active; GFP response vs DMSO, % at 10 µM;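 active = GFP response relative to DMSO above a set limit, near the screen mean plus 3 SD, cut at about 150% in these data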;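 note: ratio of well median GFP fluorescence to mean of DMSO wells on the plate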
LAP4 TOR yeast – modulators of LAP4-GFP expression in yeast, primary screen, S. cerevisiae, multiplex flow cytometry, MLPCN library | 3 h; median GFP as percent of DMSO wells | 320,000 tested, 0.34% active | GFP response vs DMSO, % at 10 µM;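 active = GFP response vs DMSO above a set limit, about the screen mean plus 3 SD, cut at about 150% in these data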
AHR activator – AHR activators, primary screen, cell-based, luminescence, luciferase reporter, human. Aryl hydrocarbon receptor (Homo sapiens), P35869. AHR-responsive luciferase reporter cells. activation, % at 5 µM. 320,000 tested, 2.5% active; in the data active = activation above about 47%;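 note: 0% = vehicle wells and 100% = reference agonist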
Target sequence (P35869 whole entry, looked up): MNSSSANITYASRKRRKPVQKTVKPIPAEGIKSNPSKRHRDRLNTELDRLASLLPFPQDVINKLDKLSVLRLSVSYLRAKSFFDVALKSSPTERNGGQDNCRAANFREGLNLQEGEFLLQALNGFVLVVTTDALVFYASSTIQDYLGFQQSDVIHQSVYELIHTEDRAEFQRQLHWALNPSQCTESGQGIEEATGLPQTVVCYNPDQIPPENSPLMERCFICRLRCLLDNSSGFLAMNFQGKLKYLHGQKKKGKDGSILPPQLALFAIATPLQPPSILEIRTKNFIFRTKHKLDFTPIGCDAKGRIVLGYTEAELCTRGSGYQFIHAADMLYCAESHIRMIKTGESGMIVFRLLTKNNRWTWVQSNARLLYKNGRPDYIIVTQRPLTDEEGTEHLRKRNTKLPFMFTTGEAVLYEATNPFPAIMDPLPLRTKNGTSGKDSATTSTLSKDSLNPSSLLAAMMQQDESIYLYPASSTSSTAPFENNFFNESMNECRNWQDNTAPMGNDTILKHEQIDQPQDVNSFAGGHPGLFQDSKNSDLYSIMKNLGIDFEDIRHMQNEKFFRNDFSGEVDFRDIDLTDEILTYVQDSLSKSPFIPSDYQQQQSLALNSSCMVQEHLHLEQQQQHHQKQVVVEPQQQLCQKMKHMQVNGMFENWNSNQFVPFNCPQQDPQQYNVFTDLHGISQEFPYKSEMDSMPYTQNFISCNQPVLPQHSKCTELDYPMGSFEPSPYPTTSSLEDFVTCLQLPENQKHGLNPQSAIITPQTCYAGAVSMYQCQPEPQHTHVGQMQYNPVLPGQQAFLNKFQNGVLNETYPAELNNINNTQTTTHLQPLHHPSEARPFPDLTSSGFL
MEP2 TOR yeast – modulators of MEP2-GFP levels in yeast, primary screen, S. cerevisiae, multiplex flow cytometry, MLPCN library; GFP response vs DMSO, % at 10 µM; 330,000 tested, 0.51% active; S. cerevisiae MEP2-GFP strain, 3 h; 100% = DMSO control level;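 active = GFP response versus DMSO above a set limit, roughly screen mean plus 3 SD, cut at about 180% in these data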;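 note: median GFP fluorescence of the barcode-gated MEP2-GFP cells per well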
* marks the source's active call; other numbers are inactive results; nt = no result given. Random draw from the library; 3.5% or so of the library scored in one or more.

SMILES	RPL19A-GFP yeast	AGP1-GFP MLPCN	procasp3 activ	procasp7 counter	CIT2 TOR yeast	LAP4 TOR yeast	AHR activator	MEP2 TOR yeast
O=[N+]([O-])c1ccccc1S(=O)(=O)NC1CC2CCC1C2 (stereo unspecified)	101.9	103.4	-3.7	0.0	109.9	86.6	-2.5	90.6
COc1cc(C(C)=O)ccc1OCC(=O)NC(=O)Nc1ccc(C)cc1C	98.9	88.3	15.8	2.8	89.5	86.8	-1.4	92.4
CC(C)CC(CO)N1CCN(C(=O)c2ccc(C(C)(C)C)cc2)CCC1=O (stereo unspecified)	96.8	97.7	0.7	1.8	94.4	90.5	0.1	97.3
CCOP(=O)(OCC)C(NC(=O)Nc1ccc(Cl)cc1)c1ccccc1 (stereo unspecified)	103.4	99.6	8.9	4.0	99.0	99.8	4.7	100.9
Cc1ccc(C)c(S(=O)(=O)N2CCCN(C)CC2)c1	100.0	101.1	-6.0	9.7	100.3	97.4	0.3	101.6
O=C(Nc1ccc2nc3n(c(=O)c2c1)CCCCC3)C(=O)N1CCN(c2ccc(F)cc2)CC1	100.5	103.4	3.8	-8.1	101.5	102.7	-0.4	103.2
Cc1cc(=O)n2nc(N3CCCC(C(=O)NCCc4ccccc4)C3)sc2n1 (stereo unspecified)	85.7	nt	2.9	11.2	89.6	86.1	0.1	87.8
Cc1onc(-c2ccccc2)c1C(=O)NCc1ccco1	95.4	100.9	0.3	8.9	102.7	97.7	0.2	100.5
O=C(COC(=O)c1ccc([N+](=O)[O-])o1)Nc1ccc(N2CCOCC2)cc1	98.4	104.6	3.1	-7.9	100.7	101.1	0.4	105.7
NC(=O)c1nc(C(=O)N2CCN(c3ccccc3)CC2)c2ccccc2n1	98.9	101.1	5.9	-5.4	88.9	100.7	11.2	97.1
Cn1c(=O)c2c(nc(SCCN3CCCCC3)n2Cc2ccc(Cl)cc2)n(C)c1=O	94.4	102.3	-3.1	-3.8	100.1	100.2	0.5	109.1
CC(C)C(C(=O)Nc1nccs1)c1ccc(Cl)cc1 (stereo unspecified)	100.0	100.6	5.8	1.8	nt	95.5	-2.6	98.4
Cc1cc(C)c(Cn2c(=O)n(CCCC(=O)NCc3ccco3)c(=O)c3ccccc32)c(C)c1	98.8	100.1	8.6	3.1	105.2	98.0	0.7	107.8
Cc1cccc(OCC(O)Cn2c(=N)n(CCN3CCCCC3)c3ccccc32)c1 (stereo unspecified)	101.9	106.0	-1.6	-2.5	104.3	103.1	-4.6	106.6
CCOc1ccc(N(CC(=O)O)S(=O)(=O)c2ccc(F)cc2)cc1	97.8	99.6	2.4	-7.0	107.0	101.0	-1.9	108.6

Retrieved by structure from the list above, 2 records:
SMILES	RPL19A-GFP yeast	AGP1-GFP MLPCN	procasp3 activ	procasp7 counter	CIT2 TOR yeast	LAP4 TOR yeast	AHR activator	MEP2 TOR yeast
Cc1ccc(C)c(S(=O)(=O)N2CCCN(C)CC2)c1	100.0	101.1	-6.0	9.7	100.3	97.4	0.3	101.6
CC(C)C(C(=O)Nc1nccs1)c1ccc(Cl)cc1 (stereo unspecified)	100.0	100.6	5.8	1.8	nt	95.5	-2.6	98.4

Other compounds
SMILES	RPL19A-GFP yeast	AGP1-GFP MLPCN	procasp3 activ	procasp7 counter	CIT2 TOR yeast	LAP4 TOR yeast	AHR activator	MEP2 TOR yeast
OCC1(CCc2ccccc2)CCN(Cc2cc(Cl)ccc2O)CC1	88.2	90.1	-0.8	-0.9	76.0	97.5	2.4	100.0
COC(=O)[C@@]12CCCCN1[C@H](c1ccc(-c3cc(C(C)=O)cs3)c(OC)c1)[C@H]1C(=O)N(C)C(=O)[C@H]12	98.6	102.2	-1.3	5.6	94.4	97.0	-1.2	108.3
C[C@@H](CN1CCC(Cc2ccccc2)CC1)[C@@H](O)c1ccc(O)cc1	92.8	73.4	11.0	-4.8	70.4	94.9	-2.7	87.6
O=C1c2ccccc2NC(c2ccc(-c3ccccc3F)o2)N1O (stereo unspecified)	93.2	70.0	-7.6	1.8	96.8	90.7	53.7*	90.7
Cc1cc(/C=N/n2cnnc2)c(C)n1-c1ccc2ncccc2c1	94.6	98.5	-2.6	4.6	100.1	90.0	0.4	95.3
COc1ccc(S(=O)(=O)N2CCN(C/C=C/c3ccccc3)CC2)cc1F	94.9	90.7	-2.5	-2.6	95.0	91.0	-1.4	100.6
COc1cc(CNn2cn[nH]c2=S)cc(Cl)c1OCc1ccc(F)cc1	109.2	109.5	-0.9	-0.5	111.4	98.9	87.3*	108.8
c1ccc2c(N3CCOCC3)nc(-c3ccncc3)nc2c1	98.2	nt	-0.1	-18.4	96.8	99.8	19.7	103.0
Cc1[nH]n2c(=O)c3c(nc2c1-c1ccccc1)CCCC3	97.1	103.3	1.4	-2.3	99.1	95.1	12.5	92.2
CCCn1c(C(C)NC(=O)c2ccccc2)n[nH]c1=S (stereo unspecified)	99.6	96.3	4.2	3.0	90.0	103.3	1.4	99.8
COC(=O)c1ccc(N2CCN(C)CC2)c(NC(=O)COc2ccc(C)cc2)c1	101.2	97.7	2.0	0.1	98.1	103.1	0.2	108.8
CCOC(=O)C1(CCCc2ccccc2)CCN(CCCn2cccn2)CC1	97.3	96.4	7.4	9.0	98.9	105.3	2.6	103.3
Nc1c(C(=O)CSc2ccccn2)c(=O)[nH]c(=O)n1C1CC1	100.1	100.8	-6.5	-6.3	97.9	97.4	3.6	102.4
COc1ccc(NS(=O)(=O)c2coc(C(N)=O)c2)cc1Cl	99.2	102.5	4.8	7.0	99.7	96.1	2.5	95.9
O=[N+]([O-])c1cc(Cl)ccc1N1CCN(c2ccccc2O)CC1	95.9	95.2	-2.7	-8.3	96.2	106.5	-2.1	98.7

Entries listed so far that have an aryl thioether with sulfur outside any ring (two):
SMILES	RPL19A-GFP yeast	AGP1-GFP MLPCN	procasp3 activ	procasp7 counter	CIT2 TOR yeast	LAP4 TOR yeast	AHR activator	MEP2 TOR yeast
Cn1c(=O)c2c(nc(SCCN3CCCCC3)n2Cc2ccc(Cl)cc2)n(C)c1=O	94.4	102.3	-3.1	-3.8	100.1	100.2	0.5	109.1
Nc1c(C(=O)CSc2ccccn2)c(=O)[nH]c(=O)n1C1CC1	100.1	100.8	-6.5	-6.3	97.9	97.4	3.6	102.4

Remaining list, next part.
SMILES	RPL19A-GFP yeast	AGP1-GFP MLPCN	procasp3 activ	procasp7 counter	CIT2 TOR yeast	LAP4 TOR yeast	AHR activator	MEP2 TOR yeast
CCOC(=O)[C@H](CCc1ccccc1)N[C@H]1CCc2ccccc2N(CC(=O)O)C1=O	103.7	96.4	6.1	-4.2	95.5	106.4	-0.8	98.6
Cc1nc2nc[nH]n2c(=O)c1CCOC(=O)c1c(F)cccc1F	89.9	87.7	-5.8	6.6	nt	81.4	-1.0	97.8
Cc1ccc(-c2ccc([C@H]3[C@H]4C=CC[C@@H](C)[C@@H]4C(=O)N3Cc3ccccc3)c(F)c2)cc1	97.5	79.7	1.2	-7.0	73.0	126.9	0.0	94.2
CCC(CCC(=O)Nc1cccc([N+](=O)[O-])c1)C(=O)O (stereo unspecified)	113.8	118.1	4.5	6.3	112.1	109.4	-1.1	111.4
CCc1ccc(NC(=O)C2=CC=CN3CCS(=O)(=O)N=C23)cc1	98.6	102.5	2.0	5.3	97.9	98.5	5.8	102.2
O=c1[nH]c2c(c(=O)[nH]1)CCC2	103.0	107.2	8.9	2.3	107.7	106.1	-0.3	104.4
O=C(O)CCCn1cc(NC(=O)COc2ccccc2[N+](=O)[O-])cn1	94.5	101.8	1.5	0.3	98.5	98.9	11.3	98.0
COc1ccccc1NC(=O)C1CCCCC1	98.3	95.2	8.9	-0.2	97.3	95.4	0.7	102.6
CSc1nsc(SC)c1NC(=O)N1CCCC1	94.2	75.6	-6.8	4.0	76.5	104.9	-2.9	101.5
O=C(COC(=O)c1cc[n+]([O-])cc1)Nc1ccc(Br)cc1	95.0	95.7	0.0	1.4	100.6	93.1	1.6	93.1
O=C(c1ccccn1)N(c1ccccc1)C1(C(=O)NC2CCCCC2)CCCCC1	94.5	102.7	0.3	3.2	95.3	105.5	2.7	89.6
S=c1[nH]nc(Cc2ccccc2)n1-c1ccccc1	98.6	94.6	-8.7	-15.8	91.9	100.6	1.2	102.7
CC(=O)c1ccc(N2C(=O)[C@@H]3[C@H](C2=O)[C@H]2c4ccccc4C=NN2[C@@H]3C(C)=O)cc1	104.6	97.1	-4.2	-0.5	98.0	93.0	13.2	95.7
O=C(c1cc(-c2ccccn2)nc2ccc(Cl)cc12)N1CCN(CCc2ccccc2)CC1	101.4	107.2	1.9	9.1	107.0	107.8	8.1	101.7
CCc1ccc2[nH]c(=O)c(Cc3ccccc3)c(O)c2c1	103.7	106.3	-0.1	-0.1	105.3	101.0	1.2	100.4
COCCn1c(-c2ccc3ccccc3c2)nc2c1c(=O)[nH]c(=O)n2CC(C)C	101.6	104.6	4.4	0.5	104.5	96.0	7.2	103.8
CCOC(=O)Cc1csc(NC(=O)CSc2nnc(-c3ccc(C)cc3)o2)n1	102.8	110.5	4.7	8.7	144.7	163.3*	-5.0	205.7*
COc1cc(NC(=S)NCCN2CCOCC2)cc(OC)c1OC	111.4	104.6	2.5	0.1	108.2	93.9	1.6	108.6
CC(=O)c1cccc(-c2ccc3c(=O)[nH]c(Nc4ccccc4)cc3c2)c1	96.8	88.2	-3.0	-10.0	90.7	100.7	24.2	97.3
COc1ccc(CC(=O)O/N=C(\N)c2ccc(OC)cc2)cc1	101.3	103.4	-2.0	0.6	92.5	111.8	-1.7	99.3
CSCc1cc(N(C)C)nc(SCc2ccc(Cl)cc2Cl)n1	96.0	98.2	0.5	-5.4	95.9	113.4	-0.3	101.7
Cc1ccnc(N2CCN(C(=O)CSc3nc4ccccc4nc3N3CCCCC3)CC2)c1	96.7	98.7	4.5	-4.1	89.5	103.5	0.3	93.9
CC(=O)N(CCP(=O)(c1ccccc1)c1ccccc1)Cc1ccco1	101.4	111.3	0.0	12.8	102.6	104.6	0.7	101.8
Cc1cc(C)cc(N(CC(=O)N2CCN(c3ccccc3)CC2)S(=O)(=O)c2c(C)noc2C)c1	100.1	98.3	9.2	2.3	91.2	105.2	0.4	114.8
NNC(=O)c1ccncc1	107.7	112.8	7.8	10.3	111.2	101.5	6.2	104.1
CC(O)CN1CC(O)=C(c2nc3ccccc3s2)C1=N (stereo unspecified)	113.9	108.0	3.8	0.9	105.0	106.8	20.4	111.6
CC12CC3(C)CC(C)(C1)CC(C(=O)NC1=NCCS1)(C2)C3	100.8	100.4	-9.3	-18.0	92.5	110.6	10.6	107.4
CCN1CCN(C(c2cccc(OC)c2)c2sc3nc(C)nn3c2O)CC1 (stereo unspecified)	101.9	92.5	4.5	-6.5	96.0	91.5	-0.5	94.7
Cc1sc2nc(SCC(=O)NCc3ccco3)[nH]c(=O)c2c1C	99.6	99.4	3.6	14.2	101.3	91.6	54.8*	89.3
COc1ccc(N2CCN(C(CNC(=O)c3ccc4c(c3)OCO4)c3cccnc3)CC2)cc1 (stereo unspecified)	94.6	102.4	4.4	7.3	103.8	100.5	0.9	110.5
